High-throughput results from PubChem BioAssay.
ARNT-TACC3 inh: disrupts binding between human ARNT and TACC3. Q9Y6A5. AlphaScreen His-ARNT PAS-B/GST-TACC3 binding, luminescence; TACC3 fragment carries E629A point mutation. inhibition, % at 9.99 µM. 390,000 tested, 0.66% active;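 active means mean inhibition of replicates at least 50% and at least half of replicates each reaching 50%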;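 further: 0% = complete ARNT plus TACC3 wells and 100% = ARNT alone without TACC3; many hits fall short of the cut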
Numbers without * were called inactive. These rows are one share of the data; count on the stated rates, not on these rows.

SMILES | ARNT-TACC3 inh
O=S(=O)(CCN(CCS(=O)(=O)C(F)(F)F)CC1CCCO1)C(F)(F)F (stereo unspecified) | -11.9
O=C(NCc1nc2ccccc2[nH]1)c1cc2ccccc2oc1=O | -1.3
O=C(Cn1nnc(-c2ccccc2-n2cnnn2)n1)N1CCCCC1 | -8.8
COC(=O)c1ccc(NC(=O)c2ccc(C)cc2)o1 | 11.7
Cc1[nH]c2nc3ccccc3n2c(=O)c1CCC(C)C | 1.3
CCc1c(C)nc2ccc(Br)cc2c1Cl | -0.7
COc1ccc(-c2nnn(CC(=O)NCc3ccccc3)n2)cc1OC | -6.0
COCCCNC(=O)Cn1nc(-c2ccccc2OC)ccc1=O | -5.1
COCc1nnc(NC(=O)CSc2ccccc2)s1 | 0.9
O=C(CSCc1ccccc1)NNC(=S)Nc1cccc(Cl)c1Cl | 4.9
CC(C)c1ccc(S(=O)(=O)N2CCN(CCC(=O)Nc3ccc(N(C)C)cc3)CC2)cc1 | -2.6
CCCCc1nc(NCc2ccccc2)c(C#N)c2c1COC(C)(C)C2 | 1.0

Copied from the listing (3 entries):
SMILES | ARNT-TACC3 inh
O=C(CSCc1ccccc1)NNC(=S)Nc1cccc(Cl)c1Cl | 4.9
CC(C)c1ccc(S(=O)(=O)N2CCN(CCC(=O)Nc3ccc(N(C)C)cc3)CC2)cc1 | -2.6
CCCCc1nc(NCc2ccccc2)c(C#N)c2c1COC(C)(C)C2 | 1.0

Further entries follow.
SMILES | ARNT-TACC3 inh
O=C(CN1CCN(S(=O)(=O)c2ccc(Br)cc2)CC1)Nc1ccc2c(c1)OCCO2 | -1.9
COc1cc(CCC(=O)OCC(=O)Nc2ncc(Cl)cc2Cl)cc(OC)c1OC | 0.1
CN(C)C=NCCn1c(N2CCOCC2)nc2c1c(=O)n(C)c(=O)n2C | 5.4
O=C(O)CCC(=O)Nc1ccc(N2CCCCCC2)cc1 | 8.6
CCN(CC)c1nc(-c2ccc(Cl)cc2)cc(C(F)(F)F)c1C#N | -4.9
O=C(CSCCO)Nc1cccc(C(F)(F)F)c1 | -12.2
CCCC(=O)N1CCN(S(=O)(=O)c2cc(Cl)ccc2OC)CC1 | 4.7
C=CC(=O)Nc1cccc(Oc2ccnc3[nH]ccc23)c1 | -4.1
Cc1c(C(=O)OC(C)C)sc(NC(=O)c2cccnc2)c1C#N | 2.6
CCOC(=O)C1=C(C)N(C)C(=O)NC1c1cccc(O)c1 (stereo unspecified) | 3.6
Cc1cccc[n+]1C1C(c2ccccc2)C(C#N)=C(C(=C=[N-])C#N)NC1(O)C1CC1 (stereo unspecified) | 12.3
COc1ccc(C(=O)/C=C/C(=O)N(Cc2ccc(F)cc2)C(C(=O)NC2CCCCC2)c2ccncc2)c(O)c1 (stereo unspecified) | -5.1
COC(=O)c1ccc(NC(=O)CSc2ccccn2)cc1 | -1.5
CC(C)(C)c1ccccc1N=Cc1ccc2ccccc2n1 | -1.6
Nn1c(SCC(=O)Nc2cccc(F)c2)nnc1C1CCCCC1 | 0.0
CCOC(=O)c1ccc(N=C2S/C(=C\c3cc(C)n(-c4cccnc4)c3C)C(=O)N2C)cc1 | 8.2
CC(C)(O)C#Cc1ccc(C(=O)NCc2ccccc2)s1 | -9.6
Nn1c(SCC(=O)NC2CCCCC2)nnc1-c1ccc(Cl)cc1 | -7.4
O=C(CN(Cc1cccs1)C(=O)CSc1nnc(COc2ccccc2)o1)NC1CCCCC1 | -0.9
COc1cccc(NS(=O)(=O)c2ccc3[nH]cc(C(=O)NCCN4CCOCC4)c(=O)c3c2)c1 | -10.8
CCC(C)S(=O)(=O)c1snnc1C (stereo unspecified) | -5.3
Cc1c(NC(=O)CSc2nnnn2Cc2ccccc2)c(=O)n(-c2ccccc2)n1C | -7.7
CCCCc1ccc(-c2ccc(C)cc2O)nc1 | -10.6
CC(Cc1ccccc1)N/C=C1\CC(=O)NC1=O (stereo unspecified) | -5.1
O=C1CC(c2ccc(Cl)cc2)CC(O)=C1C=NCc1ccc(Cl)c(Cl)c1 (stereo unspecified) | 4.1
Cc1cc(C)c2cc(C(c3nnnn3C3CCCC3)N3CCOCC3)c(=O)[nH]c2c1 (stereo unspecified) | -0.5
O=C1CCCN1Cc1ncnn1-c1ccccc1 | 3.3
CNC(=S)N1N=C(c2ccc(C)cc2)CC1c1ccc(OC)cc1 (stereo unspecified) | 4.3
O=C(NC1C2CC3CC(C2)CC1C3)C1CC1 (stereo unspecified) | 1.4
c1ccc(-c2nnc3sc(-c4csc5c4CCCC5)nn23)cc1 | -1.5
CCOC(=O)c1nnn(-c2nonc2N)c1CN1CCCCCC1 | 3.1
CCOc1ccc(CNC(=O)C(CC)n2nc(C)n3c(cc4occc43)c2=O)cc1OC (stereo unspecified) | -8.7
N#Cc1cn(CC(=O)NCCc2c[nH]c3ccccc23)c2ccccc12 | 1.4
COc1cc(NC(=O)c2cccs2)c(C(=O)OCC(=O)NC(=O)NCc2ccccc2)cc1OC | 0.9
O=C(NC1CS(=O)(=O)CC1NCc1ccco1)c1ccccc1 (stereo unspecified) | -8.6
COc1ccc(C(=O)Sc2ccc(Cl)cc2)cc1OC | 1.4

4 entries from above, with each value named.
N#Cc1cn(CC(=O)NCCc2c[nH]c3ccccc23)c2ccccc12
  ARNT-TACC3 inh: 1.4

COc1cc(NC(=O)c2cccs2)c(C(=O)OCC(=O)NC(=O)NCc2ccccc2)cc1OC
  ARNT-TACC3 inh: 0.9

O=C(NC1CS(=O)(=O)CC1NCc1ccco1)c1ccccc1 (stereo unspecified)
  ARNT-TACC3 inh: -8.6

COc1ccc(C(=O)Sc2ccc(Cl)cc2)cc1OC
  ARNT-TACC3 inh: 1.4

Reprinted at random: 4 entries already listed
SMILES | ARNT-TACC3 inh
CCOC(=O)c1nnn(-c2nonc2N)c1CN1CCCCCC1 | 3.1
COc1ccc(C(=O)Sc2ccc(Cl)cc2)cc1OC | 1.4
CNC(=S)N1N=C(c2ccc(C)cc2)CC1c1ccc(OC)cc1 (stereo unspecified) | 4.3
O=C(NC1C2CC3CC(C2)CC1C3)C1CC1 (stereo unspecified) | 1.4

(continued)
SMILES | ARNT-TACC3 inh
Cn1c(C(=O)O)c(CC(=O)Nc2ccccc2F)c2ccccc21 | -2.0
Cc1nc(SCC(=O)N2CCOCC2)c2ccsc2n1 | -8.3
Cc1ccc(C(=O)Nc2nc(=O)n(C(=O)c3ccccc3C)s2)cc1 | -0.9
CCOC(=O)CSc1nc(N)nc(C)c1Br | -6.3
Cc1nnc(SCc2cc(=O)n3[nH]cnc3n2)s1 | 1.3
O=C(c1ccc2c(c1)OCCCO2)c1cccs1 | 1.1
C=CCn1c(SCC(=O)N(CC)CC)nc(O)cc1=O | 4.9
CCN(C(=O)c1cc2cc(OC)ccc2oc1=O)c1ccccc1 | -6.0
CCOc1ccc(C2C(C(=O)O)c3ccccc3C(=O)N2CCN2CCOCC2)cc1 (stereo unspecified) | -4.3
CC(C)n1c(SCC(=O)N2CCCC2)nc2c1c(=O)n(C)c(=O)n2C | -2.7
CC1CCN(C(=O)Cn2c3ccc(F)cc3c3nc4n(c(=O)c32)CCCS4)CC1 | -6.1
Cc1ccc(-n2[nH]c(C)c(/C=N/NC(=O)c3ccc(O)cc3O)c2=O)cc1 | 62.1*
C=CCOc1ccc2c(c1)c(S(=O)(=O)c1ccc(C)cc1)cn2COC | 2.5
COc1ccc(CCC(=O)Nc2cc(S(C)(=O)=O)ccc2Cl)cc1 | -7.9
C#CC(CC)(CC)NC(=S)Nc1cccc(C(C)=O)c1 | -3.3
O=C(CSc1nnc(-c2ccco2)n1Cc1ccccc1)NCc1ccccc1 | 1.2
COc1ccc(CCN2C(=O)C(Oc3ccccc3C)C2c2ccc3c(c2)OCO3)cc1OC (stereo unspecified) | -4.6
OC1C=CSc2nc3ccccc3n21 (stereo unspecified) | -1.7
CCn1cc(C(=O)N2CCN(C(=O)c3ccco3)CC2)c2cc(OC)c(OC)cc2c1=O | 4.5
CO[C@@H]1O[C@@H]2COC(c3ccccc3)O[C@@H]2[C@@H](OC)[C@@H]1O (stereo partly specified) | -3.6
COc1ccc(NS(=O)(=O)c2ccc(OC)c(OC)c2)cc1OC | 4.3
O=C1CS/C(=C\[N+](=O)[O-])N1c1ccccc1 | -1.9
N#Cc1cccc(NC(=O)CN2NS(=O)(=O)c3ccccc3C2=O)c1 | -4.9
CC(C)[C@@H](C(=O)OCC(=O)Nc1ccc2c(c1)OCO2)N1C(=O)c2ccccc2C1=O | 2.1
CCN(CC)C(=O)[C@H]1C[C@H](CC(=O)NCc2cccc(C(F)(F)F)c2)C(=O)N2CCc3c([nH]c4cc(-c5ccco5)ccc34)[C@]12C | 1.8
Cc1cccc(N2CCN(CC(=O)Nc3ccccc3[N+](=O)[O-])CC2)c1C | 2.1
CN(Cc1ccncc1)C1CC(=O)N(c2ccc(Cl)cc2)C1=O (stereo unspecified) | -4.3
CCc1[nH]nc2c1C(c1ccsc1)C(C#N)=C(N)O2 (stereo unspecified) | -6.9
COc1ccccc1N/C(=N/S(=O)(=O)c1ccc(C)cc1)c1ccc(Cl)cc1 | 1.9
Clc1ccc(CSc2nnc(-c3ccncc3)o2)cc1 | -7.1
CCc1cc(/C(Cc2ccc3ccccc3n2)=N\O)c(O)cc1O | 8.3
COc1ccc(-n2nc(C(=O)NCC(=O)NCc3ccc(F)cc3)c3ccccc3c2=O)c(OC)c1 | -3.0
CCOC(=O)C1CCN(CC(=O)N2C(C)CCCC2C)CC1 (stereo unspecified) | -5.4
COc1ccc(C(=O)COC(=O)CCn2nnc(-c3cccs3)n2)cc1 | 5.5
Cc1cccc(-c2nnc(SCC#N)n2-c2cccc(Cl)c2)c1 | 0.9
CC(C(=O)N=c1sc2ccccc2n1C)N1C(=O)C2CC=CCC2C1=O (stereo unspecified) | 11.1
C=C(C)C1CC=C(C)/C(=N/NC(=O)COc2cccc(C)c2)C1 (stereo unspecified) | 6.1
O=C1Nc2ccc(F)cc2C12Nc1ccccc1-c1nnc(SCc3ccccc3Cl)nc1O2 (stereo unspecified) | 0.7
CCCCC(CCC(=O)Nc1ccc(C(=O)OCC)cc1)C(=O)O (stereo unspecified) | -1.6
CSc1nc(C)cc(C)c1C(N)=O | -5.3
CCN(CC)S(=O)(=O)c1ccc(N(C)C)c(NC(=O)CC(NC(C)=O)c2ccccc2)c1 (stereo unspecified) | -3.2
COc1ccc2oc(=O)c(C(=O)N3CCN(c4ccccc4C)CC3)cc2c1 | -8.3
CC(C)CC(=O)N1CCN(CC2CC=CCC2)CC1 (stereo unspecified) | 5.9
COc1ccc(C(=O)CSc2nccc(=O)[nH]2)cc1 | -4.2
CCn1c(SCC(=O)c2ccccc2)nnc1-c1cc2cc(Br)ccc2o1 | 7.2
c1ccc(Nc2ncnc3sc4c(c23)CCC4)cc1 | -4.1
CCOC(=O)N1CCN(C(=O)Nc2ccc3nc(-c4ccccn4)c(-c4ccccn4)nc3c2)CC1 | -1.6
COCC(C)NC(=O)c1ccccc1OC(C)=O (stereo unspecified) | -2.8
O=C(O)Cn1cc2c(n1)CCCC2 | -2.5
COc1cccc(NC(=O)c2ccncc2)c1 | 3.7
Cc1ccc(-c2nn3c(=O)c(C)nnc3s2)cc1 | -1.3
COc1ccc(OC)c(NC(=O)CCN2CC(C)CC(C)C2)c1 (stereo unspecified) | -19.8
CCOc1ccc(N2C(=O)CN=C2Nc2ccccc2F)cc1 | -6.4
OC1CCN(c2c3c(nc4cc(-c5ccc(Cl)cc5)nn24)CCC3)CC1 | 11.0
CCc1ccc(NC(=O)c2noc3c2CCCCC3)cc1 | -32.9
CC(C)CN(C(=O)CSc1nncs1)c1c(N)n(CC(C)C)c(=O)[nH]c1=O | -4.8
O=Nc1c(O)n(Cc2ccc(Cl)cc2)c2ccccc12 | 2.4
C=CCOn1c(=O)c(=O)n(OCc2ccccc2)c2ccccc21 | 3.6
N#C/C=C1\n2c(nc3ccccc32)OC12CCCCC2 | -5.0
COc1ccc2c(C(=O)CN3CC(C)OC(C)C3)c[nH]c2c1 (stereo unspecified) | -1.1
Further structures follow.
SMILES | ARNT-TACC3 inh
Cc1snc(SCC(=O)c2ccc(Cl)cc2)c1C#N | -3.6
Cc1ccc(C(C(=O)NC(C)(C)C)N(Cc2cccs2)C(=O)c2csnn2)cc1 (stereo unspecified) | 0.0
CCOc1cc(C)c(S(=O)(=O)Nc2ccc3cn[nH]c3c2)cc1C | 1.2
CCCn1c(=N)c(C(=O)NC2CCCC2)cc2c(=O)n3cccc(C)c3nc21 | -2.4
O=C(Nc1ccccc1N1CCN(C(=O)c2ccc(Cl)cc2)CC1)c1ccc([N+](=O)[O-])o1 | 8.1
O=[n+]1c2c(n([O-])c3cc(Cl)ccc31)CCCC2 | -1.1
Cc1ccc(S(=O)(=O)CCc2nnc(NC(=O)c3ccccn3)s2)cc1 | 73.1*
O=S(=O)(NCC1CCCO1)c1cccc(S(=O)(=O)N2CCCC2)c1 (stereo unspecified) | -13.2
COc1cccc(NC(=O)Nc2ccc3c(c2)nnn3C)c1 | 0.8
Cc1cccc(C)c1NC(=O)CCCSc1nnc(-c2ccco2)o1 | -7.9
O=S(=O)(Nc1ccc2c(c1)nc1n2CCN(Cc2ccccc2)C1)c1ccc(Cl)cc1 | 0.8
CCOC(=O)c1[nH]c2ccc(OC)cc2c1NC(=O)CCN1CCCC(C)C1 (stereo unspecified) | -4.6
Cc1csc(NC(=O)c2cc3c(s2)CCCCC3)n1 | 4.9
O=C(CN1C(=O)C2CCCN2c2ncc(Cl)cc21)NCc1ccc2c(c1)OCO2 (stereo unspecified) | -10.2
CC(=O)Nc1cc(OC(C)=O)c2nonc2c1OC(C)=O | 17.3
CCCCC1C(=O)CC[C@H]2[C@@H]1CC(=O)[C@@H]2C/C=C\CCCC(=O)O (stereo partly specified) | 8.3
O=C(Cn1nnc(-c2ccccc2-n2cnnn2)n1)NCc1ccccc1 | -2.2
Cc1cccc(NC(=S)NC(=O)C2CC2)c1 | -5.0
O=C(C1CCN(C2CC(=O)N(Cc3ccccc3)C2=O)CC1)N1CCCCCC1 (stereo unspecified) | -2.0
CCOC(=O)Nc1ccc2c(c1)nc(CN1CCCCC1)n2C | -19.7
CCC(=O)NC(c1ccc(C)cc1)c1cc(Cl)c2cccnc2c1O (stereo unspecified) | -16.1
N/C(=N\OS(=O)(=O)c1ccccc1)c1ccncc1 | -5.2
CCN(CC)C(=O)Cn1nc(C)c2ccccc2c1=O | -7.5
